# Screening data: PubChem BioAssay, several laboratories
# mABHD4 FP: inhibitors of mouse ABHD4. Q8VD66. purified mABHD4, FP-Rh probe fluorescence polarization. inhibition, % at 8.92 µM. hit rate 0.54% among 370,000. AID 720543;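 active means inhibition exceeding the mean over every tested compound plus 3 SD, cut at about 30% in these data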;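 further: 0% = plate median of compound wells and 100% = S159A mutant with DMSO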
# Target sequence (Q8VD66 whole entry, looked up): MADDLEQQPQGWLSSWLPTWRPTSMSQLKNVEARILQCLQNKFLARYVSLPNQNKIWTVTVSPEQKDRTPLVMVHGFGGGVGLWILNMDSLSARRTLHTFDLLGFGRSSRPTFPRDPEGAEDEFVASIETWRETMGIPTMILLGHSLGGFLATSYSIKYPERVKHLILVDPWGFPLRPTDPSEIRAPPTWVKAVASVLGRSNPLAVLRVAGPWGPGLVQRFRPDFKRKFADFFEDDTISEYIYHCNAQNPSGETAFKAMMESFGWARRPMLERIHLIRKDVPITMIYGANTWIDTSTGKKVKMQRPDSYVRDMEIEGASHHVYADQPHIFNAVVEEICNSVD
#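 system = mouse ABHD4 enzyme, wild type | medium = HEPES pH 7.0, NaCl, Pluronic buffer | also added = FP-Rh probe | incubation = Enzyme–compound pre-incubation 45 min, then probe 60 min, both 25 °C | technique = fluorescence polarization, excitation 525 nm, emission 598 nm, BODIPY TMR filters | controls = S159A mutant high control, sample median low control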
# TDP2 inh: TDP2 (human) inhibition, absorbance primary screen; AID 720702; O95551; hit rate 0.34% among 370,000; recombinant TDP2, T5PNP hydrolysis, p-nitrophenol absorbance 415 nm; inhibition, % at 12.8 µM;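 active means inhibition above the mean of all tested compounds plus 3 SD, set per campaign, cut at about 25% in these data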;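 further: 0% = DMSO with enzyme and 100% = buffer with substrate but no TDP2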
#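 System – recombinant human TDP2 · Quantity – TDP2 enzyme at 120 nM final · Doses – single concentration, 12.8 µM nominal, with 1% DMSO · Incubation – 2 h at 37 °C · Measured by – epi absorbance of p-nitrophenol freed from T5PNP by hydrolysis · Read-out – % inhibition relative to enzyme-containing and enzyme-free wells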
# rCAG binder: r(CAG) repeat RNA binding; AID 651821; TO-PRO-1 dye displacement fluorescence; inhibition, % at 3 µM; hit rate 1.3% among 370,000;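 active means inhibition above the plate cutoff, the mean of all test compounds on that plate plus 3 SD, cut at about 35% in these data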;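 further: 0% = DMSO alone and 100% = 100 µM mitoxantrone as full dye displacement; higher means more dye released from RNA so lower well fluorescence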
# MBD2 DNA inh: inhibitors of human MBD2 binding to methylated oligonucleotide | hit rate 0.31% among 370,000 | AID 686964 | TR-FRET | Q9UBB5 | inhibition, % at 4.4 µM; in the data active means inhibition above about 13%
# LEDGF integ inh: blocks HIV-1 LEDGF/p75-dependent DNA integration | TR-FRET IN-LEDGF/p75 DNA integration, Eu/Cy5 | inhibition, % at 3.7 µM | hit rate 0.64% among 370,000 | AID 743269;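 active means inhibition above the screen-wide mean plus 3 SD, cut at about 13% in these data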;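 further: signal is the Cy5 over europium emission ratio at 671 and 618 nm; 0% = plate median of compound wells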
# GC-B act: GC-B (human) receptor activation. hit rate 0.11% among 370,000. AID 1920062. HEK293-GC-B cells, CNP EC30, cGMP TR-FRET; 0% at EC30 CNP, 100% saturating CNP. activation, % at 10 µM;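 active means activation at 10 µM reaching about 35% in either raw or pattern-adjusted values, limit read from the data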
# PRMT1 FP inh: PRMT1 (human) inhibition, primary screen; Q99873; inhibition, % at 2.79 µM; recombinant PRMT1, activity-based probe fluorescence polarization; hit rate 1.3% among 370,000;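 active means inhibition above about 21% made by adding two undisclosed values, limit read from the data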
# Target sequence (Q99873 whole entry, looked up): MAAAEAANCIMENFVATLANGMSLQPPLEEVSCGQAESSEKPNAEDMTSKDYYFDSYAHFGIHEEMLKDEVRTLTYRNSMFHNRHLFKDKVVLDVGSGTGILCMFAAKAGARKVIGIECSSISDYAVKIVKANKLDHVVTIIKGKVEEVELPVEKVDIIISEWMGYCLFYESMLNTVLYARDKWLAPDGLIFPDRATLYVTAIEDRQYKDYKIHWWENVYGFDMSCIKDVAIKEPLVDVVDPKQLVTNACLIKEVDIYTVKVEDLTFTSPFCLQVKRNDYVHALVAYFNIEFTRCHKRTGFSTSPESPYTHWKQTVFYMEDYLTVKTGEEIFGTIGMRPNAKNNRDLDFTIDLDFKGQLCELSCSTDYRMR
# HTRA1 inh: blocks human HTRA1 serine peptidase. Q92743. AID 504803. hit rate 0.5% among 340,000. recombinant HTRA1, FP-rhodamine activity-based probe, fluorescence polarization. inhibition, % at 5.96 µM; in the data active means inhibition above about 36%;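 further: 0% = enzyme with DMSO and 100% = wells lacking enzyme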
# TCR-CD3 inh: human TCR-CD3 binding inhibition. AID 651800. hit rate 0.37% among 360,000. TAMRA-labeled TCR probe fluorescence, biochemical. inhibition, % at 9.4 µM; in the data active means inhibition above about 19%;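 further: recombinant mutant TCR 2C K166C tagged with TAMRA read by polarization; 0% = receptor in buffer alone and 100% = receptor with positive control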
# SIAE primary: human SIAE inhibition, primary screen; Q9HAT2; SIAE FP-Rh probe binding, fluorescence polarization; inhibition, % at 9.66 µM; hit rate 0.69% among 370,000; AID 1053197;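 active means inhibition above a cutoff: mean of compounds within the control limits plus 3 SD of those, cut at about 17% in these data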;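 further: 0% = plate median of compound wells and 100% = probe without SIAE protein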
# Numbers without * were called inactive; · = not tested or not shown. Not all compounds are listed; count on the stated rates, not on these rows.
Molecule	PRMT1 FP inh	GC-B act	rCAG binder	TDP2 inh	TCR-CD3 inh	MBD2 DNA inh	LEDGF integ inh	HTRA1 inh	mABHD4 FP	SIAE primary
Cc1nc(N2CCN(c3ccccn3)CC2)c2c(C)c(C(=O)Nc3ccc(F)cc3F)sc2n1	-7	-5	-2	-15	6	6	1	-4	-3	-1
CC12C=CC(=O)C=C1CCC1C2C(O)CC2(C)C1CCC2(O)C(=O)CO (centres undefined)	5	-4	0	3	-5	5	-3	1	2	0
CCCn1c(N)c(NCCN2CCOCC2)c(=O)n(CC(=O)NCc2ccccc2)c1=O	4	0	2	-3	-5	-4	-6	-1	7	4
Nc1ccn(CC(=O)N2CCN(c3ccccn3)CC2)c(=O)n1	4	2	1	10	-12	-3	4	7	1	-3
Cc1cc(C)n2nc(SCC(=O)NC3CCCCC3)nc2n1	7	0	-1	-8	10	-2	4	4	5	1
COc1ccc(C(=O)NC(=S)N(C)C2CCCCC2)cc1	-2	3	-4	-10	8	0	4	1	-1	-7
O=C1[C@@H]2Cc3c([nH]c4ccccc34)C(c3ccc(Cl)cc3)N2C(=O)CN1CCO (some centres undefined)	0	-20	1	20	-5	-2	0	-13	9	4
O=C(CN1CCC(Cc2ccccc2)CC1)Nc1ccc2c(c1)OCCO2	2	3	-12	-1	-5	2	1	·	8	-4
C=C(C)c1cccc(C(C)(C)NC(=O)N2CCN(c3ccccn3)CC2)c1	-2	13	0	2	5	3	1	-10	-2	-3
CCc1nc(N)nc(N)c1-c1ccc(Cl)c([N+](=O)[O-])c1	4	-3	-1	-2	-1	4	1	-3	-2	1
CS(=O)(=O)N1CCCC(C(=O)NCc2ccc(F)cc2)C1 (centres undefined)	5	1	-2	0	-1	8	1	-4	10	4
CC(=O)c1cccc(NC(=O)c2nc(-c3ccccc3)oc2C)c1	-1	0	3	3	-4	-5	0	-29	-12	-6
COc1ccc(N2C(=O)C(CN3CCCCC3)C2c2ccccc2)cc1 (centres undefined)	-7	-16	-11	11	3	-1	5	4	1	7
NC(=O)COC(=O)c1ccc(NS(=O)(=O)c2ccc3c(c2)OCCO3)cc1	2	2	0	5	-1	-3	1	4	3	-9
Cc1ccc(-c2nnn(CC(=O)N(c3ccccc3)C(C(=O)NCC3CCCO3)c3ccc(Cl)cc3)n2)cc1 (centres undefined)	-3	-2	2	-5	2	-1	-3	4	3	6
Cc1ccc(S(=O)(=O)NCCC(=O)N2CCN(c3cccc(Cl)c3)CC2)cc1C	-1	-2	-3	-5	2	-1	2	-12	0	-5
Cc1ccc(S(=O)(=O)N2CCN(c3c([N+](=O)[O-])cc(C(F)(F)F)cc3[N+](=O)[O-])CC2)cc1	-1	6	0	-6	7	-7	-5	-6	-2	3
CN(CCC#N)C(=O)CC(Cc1ccccc1)C1CCOC(C)(C)C1 (centres undefined)	-3	1	-5	7	8	0	3	0	1	2
O=C(NCc1ccc(F)cc1Cl)C1CCN(S(=O)(=O)N2CCC3(CC2)OCCO3)CC1	-2	-2	-5	7	1	2	-2	-6	8	-1
CCN(CC)C(=O)CCNS(=O)(=O)c1ccc(C)cc1	0	7	-2	-3	0	1	-2	1	6	-2
Cc1ccc(S(=O)(=O)N(C)Cc2ccc(C(=O)NN=C3C4CC5CC(C4)CC3C5)cc2)cc1	-4	5	4	-25	-2	-5	4	9	-7	-5
Cc1ccc(C(=O)NC(C)C2CC3CCC2C3)c(C)c1 (centres undefined)	-1	1	-2	17	1	1	0	-10	5	-3
Cn1c(N2CCOCC2)c(/C=N/O)c2ccccc21	-4	-1	0	-3	-2	1	-2	2	0	11
CC1(Oc2ccccc2)CCN(Cc2ccc(-c3ccccn3)cc2)C1 (centres undefined)	-3	-2	0	3	3	-3	-1	·	4	4
C=CCN(CC(O)c1cccc([N+](=O)[O-])c1)C(C)CCc1ccccc1 (centres undefined)	3	-3	-6	1	-1	2	-3	-17	-3	2
COc1cccc(CC(Cc2nc3ccccc3[nH]2)c2nc3ccccc3[nH]2)c1 (centres undefined)	0	-13	0	4	0	6	1	-22	-4	5
CCOC(=O)c1c(NC(=O)CSc2cn(CC)c3ccccc23)sc2c1CCC2	4	-3	2	-2	-4	-3	-1	-4	8	-8
c1ccc(Cn2ncc3c(N4CCN(C(c5ccccc5)c5ccccc5)CC4)ncnc32)cc1	-3	3	1	8	0	0	-3	-10	-2	-2
Cn1c(=O)cc(OCCCC(=O)Nc2cc(C(F)(F)F)ccn2)c2ccccc21	2	-11	·	-3	·	-3	0	·	-4	-2
COc1cccc(-c2nnc(SCC(=O)Nc3cc(C)on3)n2C)c1	-3	-2	-5	-7	-10	0	-2	13	1	2
N#CCC[C@H]1CC[C@]2(CCCN(C(=O)c3ccccc3)C2)O1	3	-2	2	-7	·	5	-3	·	-13	-2
Cc1cccc(C2c3[nH]c4ccccc4c3CCN2C(=O)CN2CCOC2=O)n1 (centres undefined)	-4	4	-1	12	5	3	1	-1	-4	3
O=C(Cc1ccccc1)NNC(=O)Nc1cccc(Cl)c1	1	4	0	2	-7	2	3	2	4	4
O=S(=O)(Nc1ccc(Oc2ncccn2)c(Cl)c1)c1ccc(F)cc1	3	3	5	16	3	-7	-2	3	6	-5
COc1ccccc1N1CCN(C(=O)C2CCCCN2S(=O)(=O)c2ccc(C)cc2)CC1 (centres undefined)	4	-1	-6	-4	-4	0	-10	-7	-2	0
COc1cc(-c2nc(C)c(C(C)=O)n2O)ccc1OCC(=O)Nc1ccc(F)cc1	-2	0	4	-11	7	-5	-4	-3	2	3
CCn1c(Cc2ccccc2)nnc1SCC(=O)Nc1ccc2c(c1)OCO2	-3	-9	4	-1	10	-1	0	1	-4	0
CCc1sc(NC(=O)CN2CCC(C(N)=O)CC2)nc1-c1ccccc1	2	-4	-3	-6	0	-5	-1	-4	0	-2
CCOC(=O)C1CCCN(C(=O)CN2C(=O)COc3ccc(C(C)(C)C)cc32)C1 (centres undefined)	-2	·	-10	-2	0	1	2	-1	-7	2
NS(=O)(=O)c1ccc(NC(=O)/C=C/c2ccco2)cc1	8	-6	13	32*	11	4	4	-13	-5	-4
C[C@@H]1CN([C@@H](C)CO)C(=O)CCCn2cc(nn2)CO[C@H]1CN(C)C(=O)CCCN(C)C	1	5	0	4	4	-2	3	-2	0	-2
COc1ccc(-c2cc(C3CCN(C(=O)OC(C)(C)C)CC3)[nH]n2)cc1	-2	-1	-6	-11	4	6	2	-17	0	1
O=C(NC1CCS(=O)(=O)C1)c1cccs1 (centres undefined)	0	10	1	4	7	-6	6	0	-5	5
CN(CC1CCCO1)S(=O)(=O)c1ccc(C(=O)Nc2ccc(F)cc2)cc1 (centres undefined)	1	-3	1	7	4	-2	3	-3	3	-8
Cc1nc2ccccc2c(=O)n1NC(=O)c1ccccc1Cl	-1	2	0	4	-6	-6	-3	-3	4	1
O=C(COC(=O)COc1ccc2c(c1)CCC2)Nc1ccccc1	-2	-5	0	0	-3	5	-2	5	-5	0
O=C(CSc1ccc2nnc(-c3cccnc3)n2n1)Nc1cccc(F)c1	0	-8	-1	-3	3	2	-5	-3	-4	-1
Cc1cc(C)n(-c2ccc(C(C)C)cc2)c(=O)c1C#N	-4	-2	-4	5	2	2	2	4	0	0
CCn1c(=N)c(C(=O)NCCCOC)cc2c(=O)n3cccc(C)c3nc21	-1	-6	7	-14	-4	-7	-2	-1	-2	2
COc1ccc(C2=NOC(Cn3nc(-c4ccccc4)cc3C(=O)O)C2)cc1 (centres undefined)	-2	0	25	0	2	0	1	-7	5	0
COc1ccc2c(c1)c1nc(SCC(C)C)n(CCO)c(=O)c1n2C	3	-1	2	4	0	1	-5	-1	0	0
C[C@H]1[C@@H](N(C)Cc2cccs2)CC[C@@]23CCCN2C(=O)CCC[C@@H]13	-3	-5	·	11	·	4	-1	·	8	7
COc1ccccc1NC(=O)C/C(N)=N/O	-2	3	0	3	3	1	-1	2	-7	2
O=[N+]([O-])c1ccc2ncnc(Nc3ccc4c(c3)OCCO4)c2c1	-3	-5	3	-10	4	-6	1	3	5	-6
CNC(=O)Cn1c(C)cc(=O)c2cccc(C)c21	0	1	31	-4	-4	0	0	·	5	2
CCN1CCN(CCNC(=O)c2ccc(CS(=O)c3ccc(Br)cc3)o2)CC1 (centres undefined)	1	0	-4	-4	9	-2	-4	-1	3	0
COc1ccc(Cc2n[nH]c(=S)n2-c2cc(C)ccc2C)cc1OC	-4	1	4	-3	-6	-2	-1	·	2	8
O=S(=O)(CCNCCc1ccccc1)NCc1ccccc1	1	2	-1	7	6	2	-2	-3	0	2
CCc1ccc(N(CC(=O)NCCc2ccccc2)C(=O)CCC(=O)Nc2ccccn2)cc1	-2	-4	-8	-7	-4	3	-2	-5	-2	3
N#Cc1ccccc1S(=O)(=O)N1CCN(C(=O)CCNS(=O)(=O)c2ccc(Cl)cc2)CC1	2	-6	2	1	-8	5	-4	2	5	-7

# The final 2 records of the part above open the next one:
Molecule	PRMT1 FP inh	GC-B act	rCAG binder	TDP2 inh	TCR-CD3 inh	MBD2 DNA inh	LEDGF integ inh	HTRA1 inh	mABHD4 FP	SIAE primary
CCc1ccc(N(CC(=O)NCCc2ccccc2)C(=O)CCC(=O)Nc2ccccn2)cc1	-2	-4	-8	-7	-4	3	-2	-5	-2	3
N#Cc1ccccc1S(=O)(=O)N1CCN(C(=O)CCNS(=O)(=O)c2ccc(Cl)cc2)CC1	2	-6	2	1	-8	5	-4	2	5	-7
CCc1ccc(/C=N/NC(=O)c2cc(C3CC3)nc3ccccc23)s1	0	3	9	3	2	3	-1	13	-5	-7
Cc1noc(C)c1CSCC(=O)Nc1cc(C(F)(F)F)ccc1N1CCOCC1	-1	-8	-1	10	0	1	0	-2	0	-5
CC(=O)c1ccc(NC(=O)NC2CCCc3ccccc32)cc1 (centres undefined)	7	1	0	-4	0	2	-6	-8	-2	-2
O=C(O)CN(c1ccccn1)S(=O)(=O)c1ccc(Cl)cc1	0	4	0	-11	-1	-3	-1	5	14	0
COc1ccc(-c2cnnn2-c2ccc(NC(=O)c3ccc(S(=O)(=O)N4CCCCC4)cc3)cc2)cc1	3	0	16	7	24*	0	0	-64	-60	-82
O=C(c1cccc(F)c1)N1CCC(N2CCOCC2)CC1	2	2	3	9	-2	2	1	-3	7	-4
O=C(CN1CCC(C(=O)c2ccc3c(c2)OCCO3)CC1)NCc1ccc(F)cc1	-6	-4	1	-21	5	-2	-2	-2	4	-4
